All columns: NCI-60 one-dose screen, growth in % after 48 h at 10 µM unless noted; 100 = growth as untreated, 0 = no growth, -100 = all killed.
SK-MEL-2: SK-MEL-2 melanoma. 77,000 tested, 4.7% active. AID 1794763
T-47D: T-47D breast cancer. 79,000 tested, 5% active. AID 1794792
SK-MEL-28: SK-MEL-28 melanoma; AID 1794761; 81,000 tested, 4.1% active
LOX IMVI: LOX IMVI melanoma; 79,000 tested, 7.4% active
HS 578T: HS 578T breast cancer. AID 1794788. 78,000 tested, 4.1% active
SK-MEL-5: SK-MEL-5 melanoma; 80,000 tested, 6.4% active; AID 1794755
MALME-3M: MALME-3M melanoma; AID 1794766; 78,000 tested, 5.8% active
UACC-257: UACC-257 melanoma. 78,000 tested, 4.4% active
Active calls of the source: *; / = not tested or not shown; & = joins results of further samples; ! = a repeat was not active. How the source made its calls: active means growth percent below 10; inactive means the rest.

SMILES	SK-MEL-2	T-47D	SK-MEL-28	LOX IMVI	HS 578T	SK-MEL-5	MALME-3M	UACC-257
CCOC(=O)C(Cc1c[nH]c2ccc([N+](=O)[O-])cc12)(NC(C)=O)C(=O)OCC	154	102	113	100	106	99	114	107
N#Cc1ccc(C(=O)CSc2nccc(Nc3ccc(C(=O)O)cc3)n2)cc1	106	110	110	101	99	99	106	110
COc1cc2c(cc1OC)CN1CCc3cc(OC)c(OC)cc3C1C2 (stereo not given)	96	99	111	89	106	101	/	110
O=C1C(Cl)=C(N2CCOCC2)C(=O)N1Cc1ccc(Cl)cc1	102	98	109	101	91	101	95	111
O=C(Nc1nc(-c2ccc(Br)cc2)cs1)c1cc(-c2ccc(Br)cc2)nc2ccccc12	72	45	87	73	92	71	123	82
COc1ccc2c(Cn3cc(CSc4nc5ccccc5o4)nn3)cc(=O)oc2c1	109	94	105	95	100	105	111	102
NNC(=O)CNC(=O)Nc1n[nH]c(=S)s1	98	101	106	98	91	105	87	100
O=C1Nc2ccccc2/C1=C\c1c(-c2ccc(Cl)cc2)nc2sc(C3CC3)nn12	57	52	89	74	75	70	98	86
Cc1cccc2c1C[C@@]1(C2=O)C(c2ccc(F)cc2)=NOS1=O (stereo not given in full)	84	86	105	88	87	94	96	99
Nc1ncc(-c2ccc(NS(=O)(=O)c3ccc(F)cc3)cc2)[nH]1	106	96	103	101	100	99	101	101
O=S1(=O)C=CCC1	139	97	98	106	/	101	117	82
Oc1ccc(/C=N/c2n[nH]c(-c3cccnc3)n2)c(O)c1O	97	88	108	93	103	99	99	91
CN1C(=O)N(C)C2C1NN=c1s/c(=C\c3cccc([N+](=O)[O-])c3)c(=O)n12 (stereo not given)	101	91	90	93	80	86	95	85
COC(=O)C(CCC(C(=O)OC)N1C(=O)c2ccccc2C1=O)N1C(=O)c2ccccc2C1=O (stereo not given)	111	108	101	102	99	110	115	86
O=C(/C=C/C=C/c1ccc2c(c1)OCO2)N/N=C\c1ccc(O)cc1O	53	24	42	9.7*	70	/	40	28
N=C(N)SCc1cc2c(cc1Cl)OCO2	75	57	108	102	102	99	109	88
Cc1c(Cl)cccc1NC(=O)c1sc2nc3c(cc2c1N)CN(Cc1ccccc1)CC3	31	57	71	40	29	49	49	64
NC(=O)c1c(Nc2ccc(Cl)cc2)nn2c(-c3ccc(Cl)cc3)c(-c3nc4ccccc4s3)c(N)nc12	101	/	78	78	64	79	49	94
COc1ccccc1NC(=O)c1ccc(/C=C/C(=O)c2nccn2C)cc1	-27*	-16*	-46*	-82*	36	-97*	-20*	-2.3*
CCN(CC)CCOc1ccc(O)cc1	84	108	93	97	111	100	94	102
OCc1cccc(-c2ccc3ncc(-c4nc(NC5CC5)ncc4F)n3c2)c1	-55*	-2.9*	-45*	-1.7*	-30*	-77*	-69*	-30*
Cc1cc(Cl)nc(N2CCN(CC(=O)Nc3ccc4c(ccn4C)c3)CC2)n1	101	92	114	97	108	111	104	107
O=C(Nc1ccc(Br)cc1)c1cc(Br)ccc1O	-30*!	-7.3*!	16&27	8.8*	-5.3*	-83*	-28*	8.5*!
C=CCC(O)c1ccccc1 (stereo not given)	110	108	114	101	104	103	/	94
CCCC(C)C(=NC)Nc1ccc(Cl)c(Cl)c1 (stereo not given)	89	94	99	101	101	106	106	107

Some of these compounds in order of heavy-atom count, rising.
SMILES	SK-MEL-2	T-47D	SK-MEL-28	LOX IMVI	HS 578T	SK-MEL-5	MALME-3M	UACC-257
C=CCC(O)c1ccccc1 (stereo not given)	110	108	114	101	104	103	/	94
NNC(=O)CNC(=O)Nc1n[nH]c(=S)s1	98	101	106	98	91	105	87	100
CCCC(C)C(=NC)Nc1ccc(Cl)c(Cl)c1 (stereo not given)	89	94	99	101	101	106	106	107
O=C(Nc1ccc(Br)cc1)c1cc(Br)ccc1O	-30*!	-7.3*!	16&27	8.8*	-5.3*	-83*	-28*	8.5*!
Oc1ccc(/C=N/c2n[nH]c(-c3cccnc3)n2)c(O)c1O	97	88	108	93	103	99	99	91
Cc1cccc2c1C[C@@]1(C2=O)C(c2ccc(F)cc2)=NOS1=O (stereo not given in full)	84	86	105	88	87	94	96	99
O=C(/C=C/C=C/c1ccc2c(c1)OCO2)N/N=C\c1ccc(O)cc1O	53	24	42	9.7*	70	/	40	28
CCOC(=O)C(Cc1c[nH]c2ccc([N+](=O)[O-])cc12)(NC(C)=O)C(=O)OCC	154	102	113	100	106	99	114	107
O=C1Nc2ccccc2/C1=C\c1c(-c2ccc(Cl)cc2)nc2sc(C3CC3)nn12	57	52	89	74	75	70	98	86
COc1ccc2c(Cn3cc(CSc4nc5ccccc5o4)nn3)cc(=O)oc2c1	109	94	105	95	100	105	111	102
O=C(Nc1nc(-c2ccc(Br)cc2)cs1)c1cc(-c2ccc(Br)cc2)nc2ccccc12	72	45	87	73	92	71	123	82
COC(=O)C(CCC(C(=O)OC)N1C(=O)c2ccccc2C1=O)N1C(=O)c2ccccc2C1=O (stereo not given)	111	108	101	102	99	110	115	86
NC(=O)c1c(Nc2ccc(Cl)cc2)nn2c(-c3ccc(Cl)cc3)c(-c3nc4ccccc4s3)c(N)nc12	101	/	78	78	64	79	49	94

Further entries follow.
SMILES	SK-MEL-2	T-47D	SK-MEL-28	LOX IMVI	HS 578T	SK-MEL-5	MALME-3M	UACC-257
COc1ccc(-c2nc3ccc(-c4nnc(SCC(=O)Nc5ccc(Br)cc5)o4)cc3[nH]2)cc1OC	97	72	79	34	75	65	88	93
CCC(C)[C@H](NC(=O)[C@H](CC(=O)O)NC(=O)[C@@H](NC(=O)[C@@H](NC(=O)[C@H](Cc1c[nH]c2ccccc12)NC(=O)[C@H](Cc1cnc[nH]1)NC(=O)[C@H](CO)NC(=O)[C@H](CCCNC(=N)N)NC(=O)[C@H](CCCNC(=N)N)NC(=O)[C@H](CCCCN)NC(=O)[C@H](CCCCN)NC(=O)[C@H](CCCNC(=N)N)NC(=O)CNC(=O)[C@H](CCCNC(=N)N)NC(=O)[C@H](CCCNC(=N)N)NC(=O)[C@H](CCCNC(=N)N)NC(C)=O)C(C)(C)C)C1CCCCC1)C(=O)O (stereo not given in full)	96	77	99	96	96	79	81	104
CC(=O)O[C@H]1CC[C@]2(C)[C@H]3CC[C@@H]4[C@H]5[C@H](C)[C@]6(C)OC[C@]5(CC[C@@]4(C)[C@]3(C)CC[C@H]2C1(C)C)C[C@@H]6/C(C)=N\N	114	88	109	/	97	100	102	104
COc1ccc(-c2nc(SCCC(C)C)nc(N/N=C\c3ccc(OC)c(OC)c3)c2C#N)cc1	94	68	103	99	77	94	104	102
Clc1cccc2cnccc12	122	93	119	102	114	113	123	102
C/C(=N\O)c1cccs1	113	121	113	113	96	/	107	94
CCCCSc1cc(=O)[nH]c(N)n1	106	104	106	96	113	105	139	20
N#Cc1c(-c2ccccc2)cc(-c2ccccc2)n(CCCCCC(=O)NO)c1=O	97	82	84	82	81	93	56	87
COc1ccccc1/C=N\N=C(N/N=C/c1ccccc1OC)N/N=C/c1ccccc1OC	32&48	27&62	64&79	29	34&99	-91*!	52	31&91
Cc1ccc2c(c1)C(=O)C(=O)N2	103	95	104	91	99	98	98	107
CN(C)c1ccc(/C=N/n2cnc3oc(-c4ccccc4)cc3c2=N)cc1	105	93	97	82	107	100	40	97
COc1ccc(/C=C/C=C\C(=O)c2ccc(N3CCOCC3)cc2)cc1	95	62	108	85	99	72	91	92
CC(=O)Sc1ccccc1C(=S)S	100	96	108	101	103	102	95	97
CC(C(=O)O)N1C(=O)CSC1=S (stereo not given)	106	98	106	95	92	100	102	94
Oc1ccc(C2c3ccccc3Oc3ccccc32)c2cccnc12	27	31	36	5.3*	78	-59*	10	3.4*
Cc1ccc(S(=O)(=O)C(C)(C)C)cc1	111	111	115	105	105	101	/	91
NS(=O)(=O)c1ccc(C(=O)N=Nc2c(O)[nH]c3ccc(Br)cc23)cc1	106	106	111	103	107	101	94	114
CCOC(=O)c1ccc(Nc2ccnc(SCC(=O)c3ccc([N+](=O)[O-])cc3)n2)cc1	100	40	89	90	99	59	95	87
CCOC(=O)CN1CCN(CC(=O)NC(c2ccccc2)c2ccc(Cl)cc2)CC1 (stereo not given)	80	80	87	98	96	99	96	94
CCCCn1c(-c2ccc(C(=O)O/N=C(\N)c3ccc4ccccc4c3)cc2)nc(-c2ccccc2)c1-c1ccccc1	96	46	88	3.1*	58	/	93	98
CC[C@@H](c1ccc(O)cc1)[C@@H](CC)c1ccc(O)cc1	116	102	119	85	128	92	112	113
N#Cc1c(-c2cccs2)cc(-c2ccc(Br)s2)[nH]c1=O	113	/	105	95	121	99	97	107
CCCCNC(=S)S	102	81	102	103	101	105	102	97
Cc1ccc(S(=O)(=O)Nc2ccc(-c3cc(-c4ccccc4F)c(C#N)c(N)n3)cc2)cc1	99	33	103	/	74	78	92	94
CC1(C)C(=O)CCC2(C)C1=CCC1C2C(=O)CC2(C)C1CCC2(O)C(=O)CO (stereo not given)	114	115	105	100	126	/	123	89
The list goes on.
SMILES	SK-MEL-2	T-47D	SK-MEL-28	LOX IMVI	HS 578T	SK-MEL-5	MALME-3M	UACC-257
O=C1c2cc(Br)ccc2Oc2cc([N+](=O)[O-])ccc2N1c1ccc(Br)cc1F	100	101	117	92	103	/	98	103
CCOC(=O)c1cnc(=O)[nH]c1N	105	/	117	94	108	106	93	97
CC(O)C(NC(=O)OC(C)(C)C)C(=O)O (stereo not given)	/	100	104	94	105	110	115	95
Cc1cc(C)c2c(c1)C(c1ccc(O)c(C)c1)(c1ccc(O)c(C)c1)C(=O)N2	95	82	114	92	102	101	97	85
CCOC(=O)CC[C@H](NC(=O)c1ccc(NC(=O)Cn2cnc3c(c(C)nn3-c3ccc(Cl)cc3)c2=O)cc1)C(=O)OCC	106	86	95	/	/	99	96	92
O=C(O)c1ccc(NC(=S)NC(=O)c2ccccc2)cc1	95	96	95	82	93	87	69	100
O=C1C(=Cc2cc3ccccc3[nH]c2=O)C(=O)c2ccccc21	166	109	113	109	139	144	121	125
Cc1cccc(C)c1Nc1nnc(-c2ccc(Cl)cc2)o1	94	87	93	25	91	44	111	96
CCC(C)C1OC1(C)C1(O)C(C)=CC2CC(CO)=CCC2C1/C=C/C=C/C=C/C(=O)O (stereo not given)	116	98	125	96	106	93	103	109
CN(C)c1ccc(/C=C(/CC(=O)c2ccc(Cl)c(Cl)c2)C(=O)NN)cc1	101	83	108	96	95	98	100	101
COc1cccc(-c2cn3nc(-c4c[nH]c5ccccc45)sc3n2)c1	92	74	92	91	83	85	84	78
Nc1cc(N)cc([N+](=O)[O-])c1	106&90	98&98	111&110	97&97	108&103	105&106	112&105	100
CCCOC(=O)CCC(C)=O	115	95	104	98	99	95	107	/
O=[N+]([O-])c1ccc(Cl)c(-c2cc(CCCCO)on2)c1	118	89	107	98	100	104	102	117
CC(C(=O)NCc1cccnc1)c1ccc(Nc2ccnc(C(F)(F)F)c2)cc1 (stereo not given)	/	83	102	100	100	102	110	/
CC(C)NCCCCCNc1cccc2cccnc12	115	92	107	90	/	/	118	104
Cc1ccccc1NC(=O)c1ccccc1	98	88	104	108	100	100	103	103
CC(=O)CC(=O)N1CCN(C(=O)CC(C)=O)CC1	110	92	108	95	105	104	103	/
CCOC(=O)CC(NC(=O)C(CC(=O)OCc1ccccc1)NC(=O)OCc1ccccc1)C(=O)OCC (stereo not given)	101	106	105	96	96	99	90	91
CCc1c(C)c2cc(-n3c(-c4ccc(OC)cc4)csc3=N)c(O)c(C)c2oc1=O	11	-0.1*	29	5.9*	24	4.4*	15	61
CCCOCCCNc1nc(N)nc(NCCCOCCC)n1	94	99	105	94	110	97	93	104
O=C1OC(=Nc2cccc([N+](=O)[O-])c2)c2ccccc21	/	95	116	96	101	107	103	96
O=C(NCc1ccco1)Nc1cc(Cl)ccc1Cl	114	91	112	100	98	101	106	97
Cc1nc2ccccc2c(Cl)c1C	105	103	108	98	108	103	/	117
CC(C)(C)C(=O)Cc1ccncc1	107	107	106	100	91	113	104	106

An excerpt from above in order of SMILES length, lowest first.
SMILES	SK-MEL-2	T-47D	SK-MEL-28	LOX IMVI	HS 578T	SK-MEL-5	MALME-3M	UACC-257
CCCOC(=O)CCC(C)=O	115	95	104	98	99	95	107	/
CC(C)NCCCCCNc1cccc2cccnc12	115	92	107	90	/	/	118	104
CC(C(=O)NCc1cccnc1)c1ccc(Nc2ccnc(C(F)(F)F)c2)cc1 (stereo not given)	/	83	102	100	100	102	110	/

(further entries)
SMILES	SK-MEL-2	T-47D	SK-MEL-28	LOX IMVI	HS 578T	SK-MEL-5	MALME-3M	UACC-257
CCOC(=O)c1cc(-c2ccc(Br)cc2)n(-c2ccc(S(N)(=O)=O)cc2)n1	102	90	100	97	92	96	89	94
COC(=O)c1ccccc1I	117	96	/	97	/	96	104	88
O=C(O)c1ccccc1C(c1ccccc1)c1ccccc1	/	98	110	98	107	106	132	96
CS(=O)(=O)c1nccc(-c2c(-c3ccc(F)c(OCCc4ccc(F)cc4)c3)nc3sccn23)n1	/	-75*	-72*	51	36	92	92	-81*
CCCCCCCCCCCC(=O)OCCCCC	108	109	106	105	118	101	94	93
Nc1ccc(S(=O)c2ccc(N)cc2)cc1	111	104	113	104	89	97	118	110
C/C(=C\CCc1ccsc1)CC/C=C(\C)CCC1OC1(C)C (stereo not given)	/	82	111	/	109	/	87	78
N#Cc1c(N2CCNCC2)nc2sc3cccc(Cl)c3n2c1=N	99	85	107	91	101	88	107	106
Nc1ccc(/C=C/c2ccc(N)cc2)cc1	/	95	100	97	110	88	99	/
COc1ccc(Br)c(C=O)c1	104	70	86	/	/	82	66	80
CC[N+](C)(CC)CCC[N+]12CCC(CC1)CC2	110	83	99	97	113	101	106	87
C=C(C)C1CC=C(C)C(OCCN(CC)CC)C1 (stereo not given)	/	96	107	104	95	96	93	96
O=C(O)c1cc(N2CCCCC2)nc2ccccc12	107	99	115	101	88	106	109	102
COc1ccc(NS(=O)(=O)c2ccc(C)cc2)c([N+](=O)[O-])c1	110	94	107	95	96	97	96	99
Cc1nn(C(=O)c2ccccc2)c2c1nnc1ncccc12	94	102	105	94	100	/	101	96
